From PubChem
Salmonella PhoP GFP: Inhibition of PhoP regulon, Salmonella typhi GFP reporter cells, confirmation, 4 h (AID 1850); Salmonella Typhi PhoP-promoter GFP reporter, fluorescence, 4 h; higher % means a stronger effect; hit rate 0.33% among 310,000; inhibition, % at 50 µM, or IC50 in µM where a hit was titrated; in the data active = a potency from the dose series; inconclusive = inhibition mostly from about 25% at the one dose, without a potency; inactive = the rest, 99 in 100 with inhibition below about 19%;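 note: 0% = induced wells with vehicle and 100% = uninduced wells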
M. tuberculosis: growth inhibition of non-replicating M. tuberculosis (AID 488890). hit rate 0.39% among 320,000. one-dose inhibition, % at 25 µM; IC50 in µM for titrated hits. Mycobacterium tuberculosis non-replicating, growth inhibition; higher % means a stronger effect; in the data active = a potency from the dose series; inconclusive = inhibition mostly from about 82% at the one dose, without a potency; inactive = the rest, 99 in 100 with inhibition below about 76%;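 note: plate controls were DMSO cells for no effect and high antibiotic wells for full effect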
M. tuberculosis HTS: M. tuberculosis growth inhibition, HTS (AID 449762); one-dose inhibition, % at 25 µM; IC50 in µM for titrated hits; M. tuberculosis H37Rv growth inhibition, 7H9 media; higher % means a stronger effect; hit rate 0.59% among 330,000; in the data active = a potency from the dose series; inconclusive = inhibition above about 70% without an active follow-up result;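 note: bacterial growth assessed after seven days of incubation; strong numbers were not always called active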
VEEV TC-83 Vero: inhibitors of VEEV TC-83 cytopathic effect, confirmation, Vero cells (AID 588727); Vero cells, VEEV TC-83 cytopathic effect inhibition; higher % means a stronger effect; inhibition, % at 20 µM; hits with a dose series show IC50 in µM; hit rate 0.13% among 350,000; in the data active = a potency from the dose series; inconclusive = inhibition mostly from about 14% at the one dose, without a potency; inactive = the rest, 99 in 100 with inhibition below about 12%; note: strong numbers were not always called active
H1N1 NS1A inhibition: NS1A inhibition, H1N1 influenza, cell based functional assay (AID 504329); hit rate 0.3% among 340,000; NS1A functional cell-based assay, percent inhibition; higher % means a stronger effect; inhibition, % at 12.5 µM; hits with a dose series show IC50 in µM; in the data active = a potency from the dose series; inconclusive = inhibition above about 27% without an active follow-up result; note: strong numbers were not always called active
VEEV TC-83 Vero 10K pilot screen: further read-out of VEEV TC-83 Vero, marked with its call; inhibition, %; measured here: 10K pilot screen inhibition
* hit, by the source's call; i = inactive; ? = inconclusive; . = no result given.

SMILES | Salmonella PhoP GFP | M. tuberculosis | M. tuberculosis HTS | VEEV TC-83 Vero | H1N1 NS1A inhibition | others
CCn1ncc(N(C)N)c(Cl)c1=O | 8% | -4% | -8% | 0.5% | -14%
COc1cc(C(=O)Oc2ccccc2)ccc1OCc1c(C)noc1C | -10% | 25% | 4% | 4.7% | .
COc1ccc(S(=O)(=O)N2CCC(C(=O)Nc3cccc(C(C)=O)c3)CC2)cc1 | -1% | 17% | 5% | 0.6% | -3%
CSc1ccc(C(=O)C2CCCN(C(=O)c3ccc4c(c3)no[n+]4[O-])C2)cc1 (stereo unspecified) | 0% | 4µM* | 0.54µM* | 7.1% | 1%
O=C(CC1SC(=NCC2CCCO2)NC1=O)Nc1cc([N+](=O)[O-])ccc1Cl (stereo unspecified) | 0% | -7% | -1% | 0.4% | -6%
CCN(C(=O)CSc1nnc(C)n1-c1ccc(C)cc1)c1c(N)n(Cc2ccccc2)c(=O)[nH]c1=O | . | . | . | 1.8% | -5%
Cc1c(C)c2cc(Cl)c(OC(C)C(=O)NCCN3CCOCC3)cc2oc1=O (stereo unspecified) | 14% | 6% | 3% | 1.0% | 0%
CC(NC(=O)CSc1ccc(S(=O)(=O)N2CCOCC2)cn1)c1ccc(Cl)cc1Cl (stereo unspecified) | . | . | . | 6.7% | -3%
COc1ccc(C(=O)N(Cc2sccc2C)C2CCS(=O)(=O)C2)cc1 (stereo unspecified) | -8% | -6% | -1% | i | 1%
Cc1cccc(NC(=O)CCNC(=O)c2ccccc2)c1 | 4% | -4% | 0% | 0.5% | -4%
Cc1ccc(C(=O)Oc2ccc(-c3nccc(-c4ccccn4)n3)cc2)cc1 | 4% | 23% | 48% | 5.1% | -1%
CN(C)/C=C(/C(=O)c1ccc(Cl)c(Cl)c1)c1nnnn1-c1ccccc1 | -20% | 9% | -7% | 1.6% | -18%
N=C1C(c2ccccc2)=C(O)CN1c1ccc2c(c1)OCO2 | 3% | -6% | -2% | i | -9%
CCCn1c(N)c(C(=O)CN(C)CC(=O)Nc2ccccc2CC)c(=O)[nH]c1=O | . | -5% | -9% | 3.4% | -7%
COc1ccc(-c2noc(CN(C)C(=O)c3ccc4c(c3)OCO4)n2)cc1 | 14% | 15% | 7% | 1.4% | 7%
COc1ccc(C(=O)ON=C2C=C(C)C(=O)C(C)=C2)cc1 | -8% | ? | 64% | 2.2% | 6%
CCCCOCP(=O)(CCCC)COCCCC | 4% | -11% | -2% | 1.6% | -6%
O=C(CN1C(=O)c2ccccc2S1(=O)=O)NCCSC1CCCCC1 | 0% | 12% | -4% | 0.1% | 3%
COCCn1c(N)c(C(=O)OCc2ccccc2)c2nc3ccccc3nc21 | -8% | 23% | 4% | i | -5%
O=c1cc(-c2ccc(O)cc2)oc2cc(O)c([C@@H]3O[C@H](CO)[C@@H](O)[C@H](O)[C@H]3O)c(O)c12 | . | 9% | -2% | 0.4% | 0%
CCN(CC)C(=O)CCCc1c[nH]c2ccccc12 | 0% | -2% | 3% | 0.9% | 3% | VEEV TC-83 Vero 10K pilot screen=1.5
Cc1ccc(N2CC(C(=O)NCc3cccs3)CC2=O)cc1 (stereo unspecified) | 7% | 2% | 20% | 1.5% | -19%
Cc1nn(C)c(C(=O)NNC(=S)NCc2ccccc2)c1Cl | . | . | . | 2.3% | 16%
OCC(CO)(CO)N=Cc1cc(Br)ccc1O | 9% | 9% | -3% | i | -5%
O=C(C1CCC(=O)N(C2CCCC2)C1)N1CCC(Oc2cccc(F)c2)CC1 (stereo unspecified) | 14% | -7% | -3% | 2.2% | 0%
COc1ccc(-n2nc3cc(C)c(NC(=S)NC(=O)c4ccccc4C)cc3n2)cc1 | 3% | 5% | -3% | 5.5% | 4%
COc1ncccc1C(=O)N1CCCC(C(=O)c2cccc(OC(C)C)c2)C1 (stereo unspecified) | 10% | 0% | -4% | 0.4% | 2%
COc1ccc(C(=O)Nc2ccc(NC(=O)c3ccccc3F)cn2)cc1 | 7% | 5% | 0% | 2.3% | 6%
CC(C)n1cc(CN2CCCC(CO)(Cc3cccc(Cl)c3)C2)cn1 (stereo unspecified) | 4% | -2% | -6% | 1.6% | -8%
Cc1ccc(S(=O)(=O)CC(=O)c2cc3cccc(C)c3oc2=O)cc1 | -8% | 11% | 2% | i | 4%
COc1ccc(-c2csc(-n3ncc(C(=O)O)c3C(F)(F)F)n2)cc1 | -6% | 0% | -4% | i | -5%
O=C(CSCc1c(Cl)cccc1Cl)Nc1ccccc1C(=O)N1CCOCC1 | -11% | 13% | -10% | i | -3% | VEEV TC-83 Vero 10K pilot screen=0.6
Cc1ccc(NC(=O)c2cccc(C(=O)Nc3ccc(C)c(C)c3)n2)cc1C | -8% | -15% | 3% | 7.0% | -2%
CCOc1ccc2nc3sc(C(=O)N4CCOCC4)c(N)c3cc2c1 | 9% | 22% | 6% | 9.0% | 9%
C=CCc1ccc(OCCOCCOc2cccc3cccnc23)c(OC)c1 | -1% | 61% | 6% | 5.6% | -3%
NC(=O)NC(=O)C(OC(=O)CCNS(=O)(=O)c1ccccc1)c1ccccc1 (stereo unspecified) | -1% | 13% | 2% | 4.5% | -11%

6 neighbouring entries from above, for reference:
SMILES | Salmonella PhoP GFP | M. tuberculosis | M. tuberculosis HTS | VEEV TC-83 Vero | H1N1 NS1A inhibition | others
O=C(C1CCC(=O)N(C2CCCC2)C1)N1CCC(Oc2cccc(F)c2)CC1 (stereo unspecified) | 14% | -7% | -3% | 2.2% | 0%
COc1ccc(-n2nc3cc(C)c(NC(=S)NC(=O)c4ccccc4C)cc3n2)cc1 | 3% | 5% | -3% | 5.5% | 4%
COc1ncccc1C(=O)N1CCCC(C(=O)c2cccc(OC(C)C)c2)C1 (stereo unspecified) | 10% | 0% | -4% | 0.4% | 2%
COc1ccc(C(=O)Nc2ccc(NC(=O)c3ccccc3F)cn2)cc1 | 7% | 5% | 0% | 2.3% | 6%
CC(C)n1cc(CN2CCCC(CO)(Cc3cccc(Cl)c3)C2)cn1 (stereo unspecified) | 4% | -2% | -6% | 1.6% | -8%
Cc1ccc(S(=O)(=O)CC(=O)c2cc3cccc(C)c3oc2=O)cc1 | -8% | 11% | 2% | i | 4%

(listing goes on)
SMILES | Salmonella PhoP GFP | M. tuberculosis | M. tuberculosis HTS | VEEV TC-83 Vero | H1N1 NS1A inhibition | others
O=C(N/N=C/c1ccco1)C(O)c1ccccc1 (stereo unspecified) | 2% | -10% | 2% | 0.3% | 11%
O=C(c1cccc(Oc2c(Cl)cccc2[N+](=O)[O-])c1)N1CCOCC1 | -2% | -12% | -8% | 3.9% | -3%
COc1cccc(NC(=S)Nc2cc(C(=O)O)ccc2N2CC3CC(C2)c2cccc(=O)n2C3)c1 (stereo unspecified) | 2% | 1% | 2% | 2.8% | 1%
COC(=O)CNC(=O)CSc1nc(N)cc(=O)[nH]1 | 0% | -12% | -5% | 1.7% | -4%
CC(=O)NCCC(=O)N1CCCC(CNC(=O)c2ccc(-c3ccccc3)cc2)C1 (stereo unspecified) | -1% | -4% | 2% | 0.4% | -7% | VEEV TC-83 Vero 10K pilot screen=0.4
Cc1ccsc1/C=c1\sc2ncnn2c1=O | -39% | 36% | 0% | i | 5%
CC1CCN(C(=O)COC(=O)c2cc3ccccc3oc2=O)CC1 | . | . | 12% | 2.0% | 8%
CN(C)C(CNC(=O)c1cccc(C(F)(F)F)c1)c1ccco1 (stereo unspecified) | 13% | -10% | -3% | 1.5% | 0%
C=CCSc1nccc(-c2nn(-c3ccc(C)cc3)ccc2=O)n1 | -7% | 32% | 21% | 6.3% | -3%
CC(C)(C)n1nnnc1C(c1ccncc1)N(Cc1ccccc1)Cc1ccco1 (stereo unspecified) | -1% | -2% | 3% | 3.5% | -4%
COc1ccccc1-n1cc(CN2CCCC(CO)(Cc3cccc(Cl)c3)C2)cn1 (stereo unspecified) | -16% | 29% | 3% | i | 3%
COC(=O)[C@H](C)N1C/C=C\COc2c(Cl)cc(Cl)cc2S1(=O)=O | . | . | . | i | -8%

Compounds from the list above that contain a furan ring, fused or not (3):
SMILES | Salmonella PhoP GFP | M. tuberculosis | M. tuberculosis HTS | VEEV TC-83 Vero | H1N1 NS1A inhibition | others
O=C(N/N=C/c1ccco1)C(O)c1ccccc1 (stereo unspecified) | 2% | -10% | 2% | 0.3% | 11%
CN(C)C(CNC(=O)c1cccc(C(F)(F)F)c1)c1ccco1 (stereo unspecified) | 13% | -10% | -3% | 1.5% | 0%
CC(C)(C)n1nnnc1C(c1ccncc1)N(Cc1ccccc1)Cc1ccco1 (stereo unspecified) | -1% | -2% | 3% | 3.5% | -4%

Remaining list, next part:
SMILES | Salmonella PhoP GFP | M. tuberculosis | M. tuberculosis HTS | VEEV TC-83 Vero | H1N1 NS1A inhibition | others
CCOC(=O)c1c(NC(C)=O)no[n+]1[O-] | 11% | -5% | -4% | i | -15%
CC1CN(S(=O)(=O)c2cccc(C(F)(F)F)c2)C(C)N1C(=O)N1CCOCC1 (stereo unspecified) | -2% | -6% | -2% | 0.7% | 3%
O=C(Cc1ccc(NC2=NC3CS(=O)(=O)CC3S2)cc1)NCc1ccc(Cl)cc1 (stereo unspecified) | -3% | -17% | 8% | 0.6% | -1%
O=C1CCc2cc(S(=O)(=O)N3CCC(C(=O)Nc4nccs4)CC3)ccc2N1 | -18% | 18% | 0% | 0.2% | 8%
Cc1ccccc1-c1noc(-c2ccc(O)cc2)n1 | -1% | 29% | -3% | 6.1% | 6%
COc1ccccc1C(=O)NCCN1CCN(C(=O)c2ccccc2OC)CC1 | -6% | 47% | -11% | 6.6% | 9%
CCOC(=O)c1ccccc1NC(=O)Cc1ccccc1OC | -3% | 17% | -9% | 0.8% | -6%
CC(=O)N1C(=O)/C(=C2\SC(=S)N(NC(=O)c3ccc(O)cc3)C2=O)c2ccccc21 | -5% | -10% | -3% | i | -14%
Cc1ccc(/C=N/n2c(C3CCCCC3)n[nH]c2=S)s1 | -9% | 19% | 9% | 0.8% | 4%
CC(=O)Nc1ccc(S(=O)(=O)NCCC(=O)N2CCc3ccccc32)cc1 | -9% | 14% | 2% | 1.8% | 0%
CC1CCN(CC(=O)Nc2ccc(S(=O)(=O)N3CCC(C)CC3)cc2)CC1 | 1% | 56% | 2% | i | -3%
O=[N+]([O-])c1ccc(Cl)c(/C=N/n2c(-c3cccnc3)n[nH]c2=S)c1 | -3% | -5% | 6% | . | .
Cc1ccc(CCNC(=O)C2CCCN(S(=O)(=O)c3cccc4nsnc34)C2)cc1 (stereo unspecified) | 6% | -6% | -12% | 0.6% | 11%
O=C(c1ccccc1Sc1ccccc1[N+](=O)[O-])N1CCCCC1 | 3% | 16% | 4% | 1.6% | 1%
CCOc1cc(C(=O)N2CCN(c3ccccc3)CC2)cc(OCC)c1OCC | 5% | 5% | ? | 2.9% | 2%
CCOc1ccc(-c2nc(CSc3nnc(C)s3)cs2)cc1OC | 19% | 39% | 19% | 3.8% | -7%
O=C(CCCNS(=O)(=O)c1ccc(F)cc1)Nc1ccc(F)cc1 | -23% | 5% | -5% | i | 12%
Nc1nnc(-c2ccccc2[N+](=O)[O-])o1 | -3% | 2% | 8% | 0.0% | 8%
NC(=O)Nc1ccccc1C(=O)Nc1ccc2ccccc2c1 | -6% | 5% | 1% | i | -11%
C#CCN1CCN(c2cccc(C(F)(F)F)c2)CC1 | 10% | 13% | -3% | 0.4% | 9%
C=CCn1c(CCC)nc2ccccc21 | -3% | 59% | -3% | 0.3% | 11%
Cc1cccn2c(=O)c3cc(C(=O)NC4CCCCC4C)n(C)c3nc12 (stereo unspecified) | 1% | 7% | 0% | 1.8% | -13%
CCCc1ccc(S(=O)(=O)N2CCN(Cc3ccco3)CC2)cc1 | -5% | 12% | -9% | 0.6% | 8%
COc1ccc(OCCn2c(C)c(/C=N/n3cnnc3)c3ccccc32)cc1 | 10% | 6% | -5% | 3.9% | -2%
CCOc1ncccc1C(=O)OCC(=O)Nc1c(C)cc(C)cc1C | 1% | 0% | 6% | i | -6%
CCCCn1c(NCc2ccc(N(C)C)cc2)nc2ccccc21 | 8% | 63% | 1% | i | 19%
